Source: PubChem (several laboratories)
AID2073: inhibitors of Mint1-CaV2.2 protein interaction, biochemical, HTRF (AID 2073); HTRF protein-protein interaction, Mint1-CaV2.2; higher % means a stronger effect; 290,000 tested, 0.19% active; inhibition, % at 20 µM; hits with a dose series show IC50 in µM; in the data active = inhibition mostly above about 51%, no sharp cut-off; also: some results filed as inactive read as strong as hits
bCat nuc transl: beta-catenin nuclear translocation modulation | HeLa beta-catenin nuclear translocation, immunofluorescence imaging | nuclear translocation activity, % at 5 µM | 190,000 tested, 0.3% active;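 active = nuclear translocation activity above 50% at 5 µM, with a well cell count of 50 or more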;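 also: per-cell ratio of nuclear to cytoplasmic median beta-catenin stain intensity; plate controls were DMSO negative control for no effect and GSK-3 inhibitor IX positive control for full effect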
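Test system: human HeLa cell line; Doses: 5 µM primary, 0.02–20 µM confirmation; Incubation: 24 h compound exposure, 37°C; Detection: beta-catenin immunofluorescence imaging with DAPI; Read-out: beta-catenin nuclear/cytoplasmic ratio, % activation.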
WT yeast gro inh: growth inhibition of WT yeast, mitochondrial fusion screen; mitochondrial fusion phenotypic screen, WT strain; inhibition, % at 10 µM; 190,000 tested, 2.1% active; AID 1362; in the data active = inhibition above about 58%; tested in S. cerevisiae
Dynein transport: dynein cargo transport inhibition; 3617.4 mouse cells, GR-EGFP nuclear translocation imaging; test concentration mostly 20 µM; stimulated with dexamethasone, 1 µM; stronger effect = lower value; z-score, hits read low; 220,000 tested, 0.47% active; AID 1381;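 active = plate z-score of nuclear minus cytoplasmic receptor signal below a set negative limit, without overly bright fluorescence or cell loss, cut at about -3.5 in these data, passing the limit was not always enough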;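 also: z-score of nuclear minus cytoplasmic ring GR-EGFP intensity difference per well; some compounds called inactive have numbers as strong as hits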
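Buffer or medium: Induction medium lacking tetracycline, stripped serum | Also added: Dexamethasone agonist, 1.0 µM final, for 30 min | Timing: 48 h induction, 1 h compound, 30 min dex at 37 °C | Detection: Formaldehyde fixation, Hoechst nuclear stain, 10x automated fluorescence imaging | Measure: Nuclear versus cytoplasmic GR-EGFP signal, averaged per well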
MT stabilize HCS: microtubule stabilization, imaging screen. HeLa tubulin immunostaining HCS, 24 h; share of cells brighter than vehicle mean+2SD. % tubulin-high responders, % at 10 µM. 200,000 tested, 0.83% active;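 active = plate Z-score above 3 for both tubulin-high and condensed-nucleus cell shares, with cell loss under 80%, at 10 µM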;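 also: anti alpha tubulin signal scored within the nucleus-defined area of each cell; some results filed as inactive read as strong as hits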
Yfh1-depleted yeast: mitochondrial function rescue without frataxin homolog – Friedreich's ataxia, plus single-dose screen, dose response (AID 1465); S. cerevisiae Yfh1-off respiration, WST-1 reduction, 72 h; higher fold induction means a stronger effect; fold induction at 50 µM, or EC50 in µM where a hit was titrated; 220,000 tested, 0.074% active;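 active = fold induction of absorbance versus untreated yeast above a set limit, then at least 30% activation at any dose in follow-up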;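 also: activators that raise dye reduction in frataxin-depleted yeast; strong numbers were not always called active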
HIV peptide binding: cell-free HIV fusion peptide-binding blockers – biochemical, uHTS, fluorescence dequenching, primary screen (AID 1986) | 290,000 tested, 0.3% active | one-dose inhibition, % at 20 µM; IC50 in µM for titrated hits | cell-free peptide binding, fluorescence dequenching, 30 min; higher % means a stronger effect; in the data active = inhibition mostly above about 52%, no sharp cut-off; inactive = mostly below about 76%; also: some results filed as inactive read as strong as hits
Autophagy mod: alters autophagy in cells | MEF GFP-LC3 puncta imaging; test concentration mostly 10 µM | calls only at 10 µM (by protocol) | 190,000 tested, 0.98% active | AID 463193;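 active = percentage of spot-positive cells more than 3 SD above its plate mean, without a fluorescence outlier flag or 80% toxicity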;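 also: spot-positive cell cutoff set from DMSO-treated cells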
Ins promoter up: MIN6 insulin promoter up-regulation; 190,000 tested, 0.3% active; z-score at 5 µM; MIN6 insulin promoter-GFP reporter, high-content imaging; stronger effect = higher value;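 active = z-score above 3 at 5 µM with at least 500 cells counted in the well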
WT yeast gro inh mutant strain: second read-out of WT yeast gro inh, no call of its own (marks repeat the call); inhibition, %; mitochondrial fusion phenotypic screen, mutant strain inhibition
Dynein transport cytoplasmic EGFP: further read-out of Dynein transport, marked with its call; z-score; measured here: cytoplasmic GR-EGFP intensity; stronger effect = higher value
Dynein transport nuclear GR-EGFP: further read-out of Dynein transport, marked with its call; z-score; measured here: nuclear GR-EGFP intensity;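 lower value marks the stronger effect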
Dynein transport cell count: also measured in Dynein transport; calls as there; z-score; measured here: cell count per field
Ins promoter up cell count: second read-out of Ins promoter up, no call of its own (marks repeat the call); cell count; measured here: cytotoxicity, nuclei count;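 total cells summed across four imaged fields per well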
bCat nuc transl cell count 5 µM: recorded beside bCat nuc transl, whose call it bears; cell count; measured here: cell count, cytotoxicity flag
MT stabilize HCS Hoechst-high %: recorded beside MT stabilize HCS, whose call it bears; % Hoechst-high responders; measured here: nuclear condensation Hoechst responders;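 share of cells brighter than vehicle mean plus two SD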
MT stabilize HCS cytotoxicity %: second read-out of MT stabilize HCS, no call of its own (marks repeat the call); toxicity, %; measured here: cytotoxicity by cell density;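 0% = mean cell density of plate MIN control wells and 100% = no cells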
Autophagy mod cell loss 18 h: also measured in Autophagy mod; calls as there; toxicity, %; measured here: cell loss, nuclei count;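 cell loss after 18 h compound exposure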
Numbers without * were called inactive.

Screening CN1CCN(C(=S)Nc2cccc(Cl)c2)CC1 returned AID2073 -24%, bCat nuc transl -0.2, WT yeast gro inh -9, Dynein transport -0.37, MT stabilize HCS 4.3, Yfh1-depleted yeast inactive, HIV peptide binding -2.8%, Autophagy mod inactive, WT yeast gro inh mutant strain -14, Dynein transport cytoplasmic EGFP -0.25, Dynein transport nuclear GR-EGFP -0.22, Dynein transport cell count -0.18, bCat nuc transl cell count 5 µM 893, MT stabilize HCS Hoechst-high % 2.6, MT stabilize HCS cytotoxicity % 4.4 and Autophagy mod cell loss 18 h 4.
Screening Cc1ccc2c(C)c(C(=O)Nc3cccnc3)oc2c1 returned AID2073 3%, bCat nuc transl -0.9, WT yeast gro inh 0, Dynein transport 1.5, MT stabilize HCS 1.2, Yfh1-depleted yeast inactive, HIV peptide binding 0.7%, Autophagy mod inactive, Ins promoter up 0.15, WT yeast gro inh mutant strain -47, Dynein transport cytoplasmic EGFP 0.0094, Dynein transport nuclear GR-EGFP 0.95, Dynein transport cell count -0.79, Ins promoter up cell count 910, bCat nuc transl cell count 5 µM 1166, MT stabilize HCS Hoechst-high % 1.4, MT stabilize HCS cytotoxicity % 5.5 and Autophagy mod cell loss 18 h 11.
Screening CC(=O)NC1(c2cccc(F)c2)CCN(CC(=O)NC2CCCCC2)CC1 returned AID2073 3%, bCat nuc transl 1.0, WT yeast gro inh 3, Dynein transport -0.48, MT stabilize HCS 5.0, Yfh1-depleted yeast inactive, HIV peptide binding -0.3%, Autophagy mod inactive, Ins promoter up 0.43, WT yeast gro inh mutant strain 16, Dynein transport cytoplasmic EGFP 0.27, Dynein transport nuclear GR-EGFP -0.41, Dynein transport cell count 0.27, Ins promoter up cell count 1588, bCat nuc transl cell count 5 µM 1401, MT stabilize HCS Hoechst-high % 4.2, MT stabilize HCS cytotoxicity % 2.7 and Autophagy mod cell loss 18 h -11.
For Cc1cccn2cc(-c3ccc(F)cc3)cc12 the results were AID2073 -4%, bCat nuc transl 1.4, WT yeast gro inh -3, Dynein transport -0.34, MT stabilize HCS 0.9, Yfh1-depleted yeast inactive, HIV peptide binding 2.2%, Autophagy mod inactive, Ins promoter up -0.35, WT yeast gro inh mutant strain -7, Dynein transport cytoplasmic EGFP -0.35, Dynein transport nuclear GR-EGFP -0.46, Dynein transport cell count 0.66, Ins promoter up cell count 1458, bCat nuc transl cell count 5 µM 1382, MT stabilize HCS Hoechst-high % 1.2, MT stabilize HCS cytotoxicity % 12 and Autophagy mod cell loss 18 h 11.
`C=CCNC(=O)c1ccccc1NC(=O)c1ccccc1C` gave AID2073 9%, bCat nuc transl -3.5, WT yeast gro inh -10, Dynein transport -0.53, MT stabilize HCS 2.6, Yfh1-depleted yeast inactive, HIV peptide binding 2.5%, Autophagy mod inactive, Ins promoter up -0.5, WT yeast gro inh mutant strain 3, Dynein transport cytoplasmic EGFP -0.26, Dynein transport nuclear GR-EGFP -0.33, Dynein transport cell count 0.054, Ins promoter up cell count 1183, bCat nuc transl cell count 5 µM 1142, MT stabilize HCS Hoechst-high % 2.1, MT stabilize HCS cytotoxicity % 7.2 and Autophagy mod cell loss 18 h -7.
For COc1ccccc1-c1nc(C(N)=O)c2[nH]c(=O)n(-c3cccc(C)c3)c2n1 the results were AID2073 6%, bCat nuc transl 1.0, WT yeast gro inh -1, Dynein transport -0.024, MT stabilize HCS 4.0, Yfh1-depleted yeast inactive, HIV peptide binding 0.7%, Autophagy mod inactive, Ins promoter up 0.07, WT yeast gro inh mutant strain -1, Dynein transport cytoplasmic EGFP -0.26, Dynein transport nuclear GR-EGFP 0.48, Dynein transport cell count -1.1, Ins promoter up cell count 1440, bCat nuc transl cell count 5 µM 922, MT stabilize HCS Hoechst-high % 3.4, MT stabilize HCS cytotoxicity % 11 and Autophagy mod cell loss 18 h 4.
For COc1ccc(-c2csc(NC(=S)NC(=O)c3cccs3)n2)cc1Br the results were AID2073 9%, bCat nuc transl -2.5, Dynein transport -0.29, Yfh1-depleted yeast inactive, HIV peptide binding 1.3%, Ins promoter up -0.04, Dynein transport cytoplasmic EGFP -0.22, Dynein transport nuclear GR-EGFP -0.17, Dynein transport cell count 1.2, Ins promoter up cell count 1422 and bCat nuc transl cell count 5 µM 1144.
`CCOC(=O)c1cc2ccc3ccccc3c2s1` gave AID2073 0%, bCat nuc transl -0.4, WT yeast gro inh 60*, Dynein transport 0.42, MT stabilize HCS 4.2, Yfh1-depleted yeast inactive, HIV peptide binding 2.4%, Autophagy mod inactive, Ins promoter up -0.26, WT yeast gro inh mutant strain 30*, Dynein transport cytoplasmic EGFP -0.16, Dynein transport nuclear GR-EGFP -0.39, Dynein transport cell count 0.95, Ins promoter up cell count 1020, bCat nuc transl cell count 5 µM 1276, MT stabilize HCS Hoechst-high % 1.4, MT stabilize HCS cytotoxicity % 4.4 and Autophagy mod cell loss 18 h -3.
Screening COCCCNC(=S)NNC(=O)Cn1nc(C)c(Br)c1C returned AID2073 -19%, bCat nuc transl 4.3, WT yeast gro inh -3, Dynein transport 0.74, MT stabilize HCS 3.7, Yfh1-depleted yeast inactive, HIV peptide binding 0.8%, Autophagy mod inactive, Ins promoter up -0.55, WT yeast gro inh mutant strain -3, Dynein transport cytoplasmic EGFP -0.27, Dynein transport nuclear GR-EGFP 0.28, Dynein transport cell count 0.52, Ins promoter up cell count 1314, bCat nuc transl cell count 5 µM 1131, MT stabilize HCS Hoechst-high % 2.5, MT stabilize HCS cytotoxicity % 3.3 and Autophagy mod cell loss 18 h -4.
`O=C(COC(=O)c1ccc(-c2ccc([N+](=O)[O-])cc2)o1)NC(=O)NC12CC3CC(CC(C3)C1)C2` gave AID2073 9%, WT yeast gro inh 38, Dynein transport 0.52, MT stabilize HCS 2.3, Yfh1-depleted yeast inactive, HIV peptide binding 7.1%, Autophagy mod inactive, Ins promoter up 0.93, WT yeast gro inh mutant strain 19, Dynein transport cytoplasmic EGFP -0.2, Dynein transport nuclear GR-EGFP 0.84, Dynein transport cell count -0.96, Ins promoter up cell count 1363, MT stabilize HCS Hoechst-high % 1.7, MT stabilize HCS cytotoxicity % 9.1 and Autophagy mod cell loss 18 h -2.
`Cc1ccc(S(=O)(=O)CC(C)N2CCN(C3CCCCC3)CC2)cc1` (stereo not drawn) gave AID2073 -3%, bCat nuc transl 2.5, WT yeast gro inh 17, Dynein transport -0.037, MT stabilize HCS 4.4, Yfh1-depleted yeast inactive, HIV peptide binding -2.0%, Autophagy mod inactive, WT yeast gro inh mutant strain 18, Dynein transport cytoplasmic EGFP -0.24, Dynein transport nuclear GR-EGFP -0.068, Dynein transport cell count 0.29, bCat nuc transl cell count 5 µM 502, MT stabilize HCS Hoechst-high % 2.4, MT stabilize HCS cytotoxicity % 2.0 and Autophagy mod cell loss 18 h -5.
Screening CCOC(=O)c1c(-c2ccccc2)oc2ccc(OC)cc12 returned AID2073 9%, bCat nuc transl -7.6, WT yeast gro inh -4, Dynein transport 0.19, MT stabilize HCS 2.0, Yfh1-depleted yeast inactive, HIV peptide binding -1.6%, Autophagy mod inactive, Ins promoter up -0.41, WT yeast gro inh mutant strain -22, Dynein transport cytoplasmic EGFP -0.13, Dynein transport nuclear GR-EGFP 0.42, Dynein transport cell count 0.83, Ins promoter up cell count 911, bCat nuc transl cell count 5 µM 1204, MT stabilize HCS Hoechst-high % 3.0, MT stabilize HCS cytotoxicity % 7.3 and Autophagy mod cell loss 18 h 2.
CN(C)/C=C(/C#N)C(=O)c1cccc(Oc2ccc(C(C)(C)C)cc2)c1 was read as AID2073 1%, bCat nuc transl 0.4, WT yeast gro inh 65*, Dynein transport 2.6, MT stabilize HCS 1.9, Yfh1-depleted yeast inactive, HIV peptide binding 22%, Autophagy mod inactive, Ins promoter up -0.2, WT yeast gro inh mutant strain 29*, Dynein transport cytoplasmic EGFP 0.038, Dynein transport nuclear GR-EGFP 1.5, Dynein transport cell count -1.3, Ins promoter up cell count 1014, bCat nuc transl cell count 5 µM 1184, MT stabilize HCS Hoechst-high % 1.2, MT stabilize HCS cytotoxicity % 6.8 and Autophagy mod cell loss 18 h -1.
For Cc1cc(=O)n2[nH]c(-c3ccc(Cl)cc3)cc2n1 the results were AID2073 11%, bCat nuc transl 3.7, WT yeast gro inh 7, Dynein transport 0.18, MT stabilize HCS 3.3, Yfh1-depleted yeast inactive, HIV peptide binding -2.1%, Autophagy mod inactive, Ins promoter up 1.3, WT yeast gro inh mutant strain 0, Dynein transport cytoplasmic EGFP -0.26, Dynein transport nuclear GR-EGFP -0.61, Dynein transport cell count 1.4, Ins promoter up cell count 1665, bCat nuc transl cell count 5 µM 1001, MT stabilize HCS Hoechst-high % 1.5, MT stabilize HCS cytotoxicity % 4.5 and Autophagy mod cell loss 18 h 3.
`N#CC1=C(N)Oc2cc(O)ccc2C1C1CCCCC1` (stereo not drawn) gave AID2073 3%, bCat nuc transl -0.8, WT yeast gro inh -4, Dynein transport 0.81, MT stabilize HCS 8.6, Yfh1-depleted yeast inactive, HIV peptide binding 7.6%, Autophagy mod inactive, Ins promoter up 1, WT yeast gro inh mutant strain -9, Dynein transport cytoplasmic EGFP -0.39, Dynein transport nuclear GR-EGFP 0.6, Dynein transport cell count -0.41, Ins promoter up cell count 1274, bCat nuc transl cell count 5 µM 856, MT stabilize HCS Hoechst-high % 13, MT stabilize HCS cytotoxicity % 15 and Autophagy mod cell loss 18 h 10.

Random draw from the library. About 4.2% of those tested had a hit in this group.
